Screening data: PubChem, National Center for Advancing Translational Sciences (NCATS)
Nrf2 ARE act: Nrf2 pathway activation; AREc32 ARE-luciferase reporter (MCF7-derived line), luminescence, 24 h; AID 624171; Potency, µM (series often up to 46.1 µM), without a hit: at the highest dose activation, most hits filed as activators; 0.31% of 410,000 active; further: potency means the concentration at half of the fitted maximal effect; % of control where 0% means no effect; nearly all actives have a fitted effect of over 65% in size
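Each well held 1000 AREc32 cells, which were incubated with compound for 24 hr at 37 deg C after overnight attachment, and ARE reporter activity was quantified by firefly luciferase luminescence.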
Mm-Cpn inhibitor: blocks the Methanococcus maripaludis chaperonin Mm-Cpn; 0.031% of 330,000 active; Potency, µM (highest dose often 76.9 µM), inactives show top-dose activity, negative = inhibition, usual class: inhibitors; AID 504842; purified Mm-Cpn ATPase, ADP Transcreener TR-FRET; further: potency means the concentration at half of the fitted maximal effect; on the % scale 0 is the no-effect control and ±100 the full control effect; nearly all actives have a fitted effect of over 80% in size
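Measured: ADP formation by purified Mm-CPN. Conditions: 25 nM protein, 10 uM ATP, Tris pH 7.4 with Mg2+, K+ and DTT, 37°C for 30 min. Detection: Transcreener HTRF after 30 min at room temperature.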
Nrf2 inh: inhibitors of Nrf2 signaling; A549 ARE-Fluc reporter, luciferase luminescence, 18-24 h; Potency, µM (highest dose often 46 µM), inactives show at the highest dose activity change, negative = inhibition, actives largely listed as inhibitors; 2.1% of 360,000 active; AID 504444; further: potency means the concentration at half of the fitted maximal effect; on the % scale 0 is the no-effect control and ±100 the full control effect; nearly all actives have a fitted effect of over 60% in size
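A549 ARE_Fluc cells, 5000/well, 5% FBS OPTI-MEM; compounds in dose-response, 18-24 h at 37 °C/5% CO2; CellTiter-Fluor viability read (Ex 405/Em 525), then BugLite luciferase luminescence = Nrf2 activity.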
TGFb inhibitor: inhibitors of TGF-b signaling; HepG2 CAGA-GFP TGF-b/SMAD3 reporter, GFP fluorescence, 18 h; TGF-beta stimulated, 500 pg/mL final; Potency, µM (top dose mostly 46.1 µM), for the others: top-dose activity, negative = inhibition, most hits filed as inhibitors; 1.2% of 410,000 active; further: potency means the concentration at half of the fitted maximal effect; on the % scale 0 is the no-effect control and ±100 the full control effect; nearly all actives have a fitted effect of over 65% in size
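HEPG2 CAGA-GFP reporter cells (1000/well, DMEM with 1% FBS) received compounds, then recombinant TGF-beta at 500 pg/mL final for 18 hours at 37 degrees C. Per-cell GFP summed per well was normalised to unstimulated and stimulated DMSO controls before curve fitting.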
HepG2 viability: HepG2 cytotoxicity, counter-screen for TGF-b inhibitors; HepG2 CAGA-GFP viability, ATP luminescence, 18 h; Potency, µM (highest dose often 46.1 µM), without a hit: top-dose activity change, negative = cytotoxicity, usual class: cytotoxic; 0.76% of 410,000 active; further: potency means the concentration at half of the fitted maximal effect; some results filed as inactive show a strong effect at the top dose
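HepG2 CAGA-GFP cells (1000/well, DMEM with 1% FBS) received compound, then TGF-beta at 500 pg/mL final, and were incubated 18 hours at 37 degrees C. Viability was read by CellTiter-Glo luminescence. Media-only wells were set as complete cell-killing and DMSO as no toxicity.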
CCT chaperon mod: cytosolic chaperonin activity modulation; purified chaperonin ATPase assay, HTRF ADP detection, 30 min; activity change, % (no concentration beside the values), hits read low; 0.3% of 360,000 active; AID 651819; in the data active means activity change below about -30%; further: on the % scale 0 is the no-effect control and ±100 the full control effect
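ATPase activity: ADP formed was measured by HTRF Transcreener (665/615 nm ratio) after 30 min at 37 deg C with 10 uM ATP. Compounds screened at one 76 uM concentration against 40 or 20 nM TRiC in Tris pH 7.4/KCl/MgCl2/DTT buffer.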
pAkt inh: Akt phosphorylation inhibition; AID 651550; Neuro2A IGF-stimulated pAkt S473 HTRF, 20 min; hits give low values; 0.32% of 360,000 active; activity change, % for hits at 50 µM; in the data active means activity change below about -80%; inconclusive means mostly about -51% to -80%; further: on the % scale 0 is the no-effect control and ±100 the full control effect
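Single-point screen (50 µM final compound) in Neuro2A cells stimulated 20 min with 6 nM IGF at 37 deg C. After lysis, Ser473-phosphorylated Akt read by HTRF (ex 330 nm, em 615/665 nm) as the 665/615 ratio.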
A549 tox: kills or reduces viability of A549 cells in Nrf2 counter-screen. 0.16% of 390,000 active. Potency, µM (top dose mostly 46 µM), for the others: at the highest dose activity change, negative = cytotoxicity, hits mostly inhibitors. A549 ARE-Fluc cells, CellTiter-Fluor viability, 18-24 h; further: potency means the concentration at half of the fitted maximal effect; on the % scale 0 is the no-effect control and ±100 the full control effect
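Cytotoxicity counterscreen: CellTiter-Fluor fluorescence was measured in A549 ARE_Fluc cells after 18-24 h of compound exposure in a concentration series. The subsequent BugLite luminescent read reports ARE-luciferase activity.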
ATXN viability: viability counter-screen for ATXN expression inhibitors | S2 cells (HEK-293 line with an ATXN2-luciferase reporter) viability, CellTiter-Fluor protease fluorescence, 24 h | Potency, µM (doses to about 56.7 µM), hits mostly cytotoxic | 0.49% of 400,000 active | AID 651635; further: potency means the concentration at half of the fitted maximal effect; nearly all actives have a fitted effect of over 40% in size
Starred values were filed as active, the others as inactive; i = inactive; ? = inconclusive; · = no result given; [ ] = dose if it differs, or a comment. Unless noted, the call rests on the fitted dose curve; in most records, active means well fitted curve in the direction sought with a large enough effect; inconclusive means small, poorly fitted or top-dose-only effect, or another doubt; inactive means no such curve, though single readings can be large; an effect the other way counts as inactive or inconclusive. This is a random part of the collection; overall some 4.4% were active at least once.

Molecule | Nrf2 ARE act | Mm-Cpn inhibitor | Nrf2 inh | TGFb inhibitor | HepG2 viability | CCT chaperon mod | pAkt inh | A549 tox | ATXN viability
CCOc1ccc2ccccc2c1/C=N/NC(=O)CNC(=O)c1ccccc1F | 2.8% | -1% | -5% | -1% | -33% | 0.7 | i | 3% | i
Cc1ccc(NC(=O)CSc2nnc(COc3ccc(C#N)cc3)n2-c2ccccc2)cc1C | 4.8% | 1% | -25% | -12% | -8% | 0.7 | i | -17% | i
Cc1ccc(CN2CCN(Cc3ccc(OC(C)C)cc3)CC2CCO)o1 (centres undefined) | -0.4% | 0% | -5% | -14% | -18% | -1.8 | i | 1% | i
CC(C)Cn1c(N)c(C(=O)CSc2ncn[nH]2)c(=O)n(C)c1=O | 3.0% | · | -1% | 16% | 1% | -1.1 | i | 2% | i
Cc1ccc(C(C)C)c(OCCNC(=S)Nc2cccc3ccccc23)c1 | 3.5% | -6% | · | ? | -36% | -0.4 | i | -4% | i
O=C(CCOc1ccccc1)N(Cc1cccnc1)c1nc2c(F)cccc2s1 | 31% | · | · | 16µM* | -99% | · | · | 6% | ·
CC(C)(O)c1ccc2c(c1)CCC1C(C)(C(=O)O)CCCC21C (centres undefined) | -1.5% | 0% | -39% | -1% | -17% | -1.3 | i | -3% | i
CCOC(=O)CC1=NC(=O)CS1 | 0.3% | -2% | 14% | 13% | 9% | -5.9 | i | -2% | i
CC(C)c1nnc(NC(=O)C2CCN(C(=O)C(C)(C)C)CC2)s1 | · | · | -10% | -11% | -40% | · | · | 10% | ·
C/C(=N\NC(=O)c1cc(-c2ccccn2)nc2ccccc12)c1cccc([N+](=O)[O-])c1 | -0.1% | -22% | -24% | -6% | -10% | 0.9 | i | -8% | i
CC(=O)c1cc(CN2CCN(C3CCN(C(C)C)CC3)C(CCO)C2)cs1 (centres undefined) | -0.4% | 0% | -3% | -13% | -7% | -1.7 | i | 11% | i
CC(C)N1CCC(N2CCN(Cc3cc(F)ccc3-n3cccn3)CC2CCO)CC1 (centres undefined) | 0.0% | -5% | 21% | 3% | 5% | -5.2 | i | 10% | i
Cc1cc(=O)n2nc(N3CCCC(C(=O)N4CCOCC4)C3)sc2n1 (centres undefined) | -0.3% | 1% | 0% | -4% | 1% | 0.1 | i | 2% | i
COc1ccc(OC)c(S(=O)(=O)N2Cc3ccccc3CC2C(=O)Nc2ccc(Cl)cc2)c1 (centres undefined) | 8.7% | · | 6% | · | -24% | · | · | -16% | ·
COc1ccc(CNC(=O)c2ccc(NC(=O)C3CCCO3)cc2)cc1 (centres undefined) | -0.9% | 1% | 4% | -8% | 2% | -1.2 | -105%* | -11% | ?
COC1CCN(Cc2c(C(=O)N3CCc4ccccc4C3)nc3ccc(Cl)cn23)CC1 | -0.3% | -4% | 10% | -1% | -5% | 0.9 | i | -3% | i
Cc1cccc(Oc2coc3cc(OCC(=O)NC4CCCCC4)ccc3c2=O)c1 | -1.4% | · | ? | ? | -36% | · | · | ? | ·
CN1CCN(c2ccc(CNC(=O)c3ccc(-c4ccc(F)c(F)c4)c4ccoc34)cc2)CC1 | 0.5% | · | · | 9% | -30% | 0.2 | i | · | ?
CC(N=Cc1cccc(O)c1O)c1ccccc1 (centres undefined) | 9.5% | 1% | ? | -15% | -33% | -0.8 | i | · | i
O=C(COC(=O)CCC(=O)c1ccc(F)cc1)Nc1nnc(-c2ccccc2)o1 | 2.1% | 4% | 10% | -1% | -9% | 2.9 | i | 0% | i
COc1ccccc1CNC(=O)CCC1N=C2c3ccccc3N=C(SCc3ccc(Cl)cc3)N2C1=O (centres undefined) | 0.8% | · | · | -25% | -19% | · | · | 2% | ·
COCCn1c(=O)[nH]c(=O)c2c1nc(-c1ccc(-c3ccc(Cl)cc3[N+](=O)[O-])o1)n2Cc1ccccc1 | 4.6%[9.22 µM] | 2% | ? | ? | -9% | 0.6 | i | -1% | i
CCCCC(CCC(=O)Nc1nccs1)C(=O)O (centres undefined) | -0.3% | 0% | 8% | 0% | -6% | -0.6 | i | 3% | i
O=c1cc(O)nc(-c2ccccc2)s1 | -0.3% | 2% | -7% | -6% | -3% | 0.8 | i | -1% | i
CCCCC1CC2=C(C(=O)OC(C)(C)O2)C(c2ccc3ccccc3c2)O1 (centres undefined) | 7.0% | · | · | ? | -46% | 0.0 | i | · | ?
CCCN(CCC)c1nc2ccccc2nc1C(C#N)C(=O)OCCOC (centres undefined) | 3.9% | · | · | 22% | -1% | -2.3 | i | -16% | ?
CCCCCCCCCOC(=O)C[n+]1csc(CCO)c1C | 0.6% | 1% | 3% | 0% | -13% | -1.9 | i | -5% | i
O=C(COC(=O)c1ncc(Cl)c(Cl)c1Cl)NNC(=O)c1ccccc1 | 5.0% | 1% | -1% | ? | -1% | -3.9 | i | -1% | ?
COc1ccc(CCC(=O)NNC(=O)Cn2nc(C)cc2C)cc1 | -0.8% | 2% | -7% | -10% | -1% | 0.0 | i | 7% | i
CCOc1ncccc1C(=O)OCC(=O)Nc1ccc(S(=O)(=O)N2CCCC2)cc1 | -1.0% | 1% | 10% | -3% | -24% | -1.9 | i | 2% | i
C=CCN(CC(=O)NCC1CCCO1)C(=O)CCC(=O)Nc1cc(C)on1 (centres undefined) | -0.7% | -1% | 3% | 14% | -2% | 0.5 | i | -4% | ?
COCCNC(=O)C1(C)CCCN(C(=O)c2ccc(C)c(F)c2)C1 (centres undefined) | 0.4%[9.22 µM] | · | · | -4% | -1% | -0.5 | i | · | i
Cc1cccc(NC(=O)Cc2nnc(NC(=O)Nc3ccccc3F)s2)c1 | 0.5% | -1% | -6% | -2% | -2% | 1.8 | i | -4% | i
COc1ccc(CCNC(=O)CCS(=O)(=O)c2ccc(C)cc2)cc1OC | 0.1% | -3% | 9% | -24% | -2% | -5.0 | i | 0% | i
COc1cccc(CSc2nnnn2-c2ccc(O)cc2)c1 | 7.8% | 1% | ? | 30%[activator] | 9% | -0.3 | i | 0% | i
Cc1cc(C)n2c(NC3CCCC3)c(-c3cc4ccccc4o3)nc2n1 | 0.1% | · | · | · | · | -1.5 | i | · | i
CCOC(=O)N1CCC(NC(=O)c2ccc3c(c2)N(C)C(=O)/C(=C/c2cccc(OC)c2)S3)CC1 | -0.4% | 2% | 16µM* | -6% | -7% | -0.5 | i | 8% | i
O=[N+]([O-])c1ccc(NN=Cc2ccc(O)cc2)nc1 | 5.0% | · | ? | 14% | 0% | -0.5 | i | -23% | i
COc1ccc(C2CC(c3ccccc3)Oc3cc(C)c(Cl)c(C)c32)cc1 (centres undefined) | · | · | 4% | -19% | -24% | · | · | 9% | ·
NS(=O)(=O)c1ccc(CNC(=O)c2sccc2-c2ccccc2)cc1 | -0.2% | -2% | -13% | 36% | 5% | -1.0 | i | 0% | i
O=C(O)/C=C/c1cn(Cc2ccccc2)nc1-c1cccnc1 | -0.7% | 1% | -1% | -4% | -6% | -1.3 | i | 10% | i
CCOc1ccc(/C=N/NC(=O)c2cc(-c3ccco3)nc3ccccc23)cc1 | 6.9% | 1% | 5% | -2% | -14% | -1.5 | i | -7% | i
COc1ccc(-c2csc(NC(=S)NC(=O)c3ccc(S(=O)(=O)N(C)C)cc3)n2)cc1OC | 1.2% | -2% | ? | 5% | -16% | 1.9 | i | -18% | i
CC(CCc1ccccc1)NC(=O)CN1C(=O)NC2(CCCCC2)C1=O (centres undefined) | -0.4% | 1% | 0% | 1% | -3% | 3.8 | i | 3% | i
CCn1ccnc1[C@@H]1C[C@H]2CN(Cc3ccccc3OC)C(=O)[C@]23CCCN13 | -1.2% | -1% | 5% | 24% | 20% | 0.7 | i | 0% | ?
CC1CCN(c2cc(N3CCOCC3)c([N+](=O)[O-])cc2F)CC1 | 3.9% | 2% | ? | 1% | -20% | -0.3 | i | -11% | ?
CN1CCN(C(c2ccc(Cl)cc2Cl)c2sc3nc(-c4ccco4)nn3c2O)CC1 (centres undefined) | -0.8% | · | · | 7% | 2% | · | · | -11% | i
O=C(COc1ccccc1[N+](=O)[O-])Nc1ccccc1N1CCCC1 | 5.7% | -4% | 5% | ? | -9% | -1.5 | i | 0% | i
CC(=O)CNc1ccc(S(=O)(=O)N/N=C/c2ccccc2)cc1 | 0.4% | 0% | 17% | -1% | 16% | -0.3 | i | 3% | i
CCOc1ccc(NC(=O)c2sc3nc4c(c(-c5ccc(OC)cc5)c3c2N)C(=O)CC(C)(C)C4)cc1 | -0.6% | · | -18% | 35%[activator] | -2% | · | · | -2% | i

Other records follow:
Molecule | Nrf2 ARE act | Mm-Cpn inhibitor | Nrf2 inh | TGFb inhibitor | HepG2 viability | CCT chaperon mod | pAkt inh | A549 tox | ATXN viability
COc1ccc(C(C)(C)C)cc1NC(=O)CCN1C(=O)NC(C)(C)C1=O | -0.6% | -1% | 1% | -2% | -18% | -5.2 | i | 2% | i
Cc1c(C(=O)N2CCCC2)c(S(=O)(=O)Nc2ccccc2)c(C)n1C | 0.3% | -4% | ? | 9% | 5% | 0.3 | i | -1% | i
Cc1cccc(/C=N/n2c(C)cc(C)c(C#N)c2=O)c1 | 0.5% | 1% | 1% | -20% | 12% | 1.8 | i | 19% | i
COC(=O)C1(CCSC)NC(c2ccc(O)c(OC)c2)C2C(=O)N(c3ccc(C)cc3)C(=O)C21 (centres undefined) | 0.6% | -10% | 16% | 5% | 2% | 1.2 | i | -1% | i
CCOc1ccccc1NC(=O)Cn1c(=O)n(CC(=O)NCc2ccccc2Cl)c(=O)c2sccc21 | -0.4% | · | -9% | -4% | 3% | · | · | -2% | i
Cc1ccc(S(=O)(=O)Nc2cc3c4c(c2)CCN4C(=O)CC3)cc1 | 12% | 3% | ? | 5% | -10% | 3.0 | i | 4% | i
S=C1NCN(CCc2ccccc2)CN1 | -0.5% | 2% | 4% | 7% | -1% | 1.0 | i | 0% | i
